Screens as filed in PubChem.
AmpC inh no detg = qHTS Inhibitors of AmpC Beta-Lactamase (assay without detergent). P00811. actives 0.52% (n = 330,000). AmpC nitrocefin hydrolysis, absorbance 480 nm, 0.0001% Triton. Potency, µM (top dose mostly 57.1 µM), without a hit: at the highest dose activity change, negative = inhibition, hits mostly inhibitors;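 note: potency is the fitted concentration of half-maximal effect; plate controls were no compound for no effect and no enzyme for full effect; nearly all actives have a fitted effect of over 20% in size; some results filed as inactive show a strong effect at the top dose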
Target sequence (P00811 whole entry, looked up): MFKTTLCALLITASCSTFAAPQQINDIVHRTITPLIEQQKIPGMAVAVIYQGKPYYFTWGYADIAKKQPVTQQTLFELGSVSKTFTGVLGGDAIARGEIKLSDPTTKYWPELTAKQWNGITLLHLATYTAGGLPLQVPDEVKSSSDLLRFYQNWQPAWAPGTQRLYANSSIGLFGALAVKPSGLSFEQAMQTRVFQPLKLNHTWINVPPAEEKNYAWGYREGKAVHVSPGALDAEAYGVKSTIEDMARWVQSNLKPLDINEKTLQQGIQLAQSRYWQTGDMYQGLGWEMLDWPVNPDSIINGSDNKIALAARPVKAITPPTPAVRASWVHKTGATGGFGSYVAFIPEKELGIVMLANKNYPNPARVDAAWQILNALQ
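20 mM phosphate pH 7.0 + 0.01% (detergent screen) or 0.0001% Triton X-100; 5.3 nM AmpC reagent; cpd preinc 15 min RT; nitrocefin (800 uM stock) to start; A480 q20 s × 4 min; Activity was normalised to no-enzyme and no-compound control wells.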
AmpC inh detg = qHTS Inhibitors of AmpC Beta-Lactamase (assay with detergent). P00811. AmpC hydrolysis of nitrocefin, absorbance 480 nm, 0.01% Triton. Potency, µM (titrated, usually from 114 µM), for inactives: at the highest dose activity change, negative = inhibition, usual class: inhibitors. actives 0.041% (n = 370,000). AID 485294, 2010;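 note: potency is the fitted concentration of half-maximal effect; 0% = no-compound wells and -100% = no-enzyme wells; nearly all actives have a fitted effect of over 25% in size; some results filed as inactive show a strong effect at the top dose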
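20 mM phosphate pH 7.0 + 0.01% (detergent screen) or 0.0001% Triton X-100; 5.3 nM AmpC reagent; cpd preinc 15 min RT; nitrocefin (800 uM stock) to start; A480 q20 s × 4 min; Activity was normalised to no-enzyme and no-compound control wells.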
LmPK inh = qHTS Assay for Inhibitors of Leishmania Mexicana Pyruvate Kinase (LmPK); actives 0.37% (n = 290,000); Q27686; purified LmPK, Kinase-Glo ATP luminescence, 1 h; Potency, µM (titrated, usually from 57.5 µM), for the others: at the highest dose activity change, negative = inhibition, actives largely listed as inhibitors; note: potency is the fitted concentration of half-maximal effect
Target sequence (Q27686 whole entry, looked up): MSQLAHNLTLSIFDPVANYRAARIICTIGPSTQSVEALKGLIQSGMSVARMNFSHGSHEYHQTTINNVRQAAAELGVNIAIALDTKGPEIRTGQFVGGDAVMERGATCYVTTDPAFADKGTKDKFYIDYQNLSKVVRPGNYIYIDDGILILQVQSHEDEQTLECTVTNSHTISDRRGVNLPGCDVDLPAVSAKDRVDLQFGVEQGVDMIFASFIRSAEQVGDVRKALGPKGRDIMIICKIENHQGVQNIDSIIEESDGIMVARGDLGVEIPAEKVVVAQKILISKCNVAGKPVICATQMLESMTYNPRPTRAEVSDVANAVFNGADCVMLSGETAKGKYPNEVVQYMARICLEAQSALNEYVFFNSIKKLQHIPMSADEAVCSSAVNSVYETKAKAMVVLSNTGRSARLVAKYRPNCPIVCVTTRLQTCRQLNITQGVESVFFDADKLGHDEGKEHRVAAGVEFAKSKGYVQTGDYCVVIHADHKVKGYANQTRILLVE
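Kinase-Glo luminescence read after 1 h RT reaction of 0.1 nM LmPK with 0.5 mM PEP and 0.1 mM ADP. Activity scaled between uninhibited and enzyme-free controls.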
Tb PYK inh = qHTS of Trypanosoma Brucei Inhibitors | TbPYK enzyme, Kinase-Glo Plus ATP luminescence, 45 min | actives 0.12% (n = 410,000) | AID 624173, 2012 | pyruvate kinase (Trypanosoma brucei), Q57TT1 | Potency, µM (top dose mostly 76.8 µM), inactives show at the highest dose activity, negative = inhibition, most hits filed as inhibitors; note: potency is the fitted concentration of half-maximal effect; nearly all actives have a fitted effect of over 50% in size
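Luminescent Kinase-Glo Plus end-point after 45 min room-temperature reaction of T. brucei pyruvate kinase started with 130 uM ADP (final). Buffer TEA 50 mM pH 7.2 with KCl, MgCl2, BSA, Tween-20; titration-based qHTS with fitted concentration-effect curves.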
AMA1 RON2 block = qHTS for Inhibitors of AMA1-RON; Towards Development of Antimalarial Drug Lead: Primary Screen. AlphaScreen AMA1-biotinylated RON2 peptide binding. Potency, µM (highest dose often 58.2 µM), for the others: top-dose activity change, negative = inhibition, most hits filed as inhibitors. actives 0.2% (n = 360,000). AID 720542, 2013;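 note: potency is the fitted concentration of half-maximal effect; 0% = vehicle wells and -100% = peptide control; nearly all actives have a fitted effect of over 45% in size; some results filed as inactive show a strong effect at the top dose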
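AMA1 (3D7) with his tag at 25 nM final met compounds first, then biotinylated RON2 peptide at 25 nM; detection used donor plus acceptor beads, 10 µg/mL apiece, read by AlphaScreen after 30 min at room temperature.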
HCMV antiviral = qHTS Assay for inhibitors of the human cytomegalovirus (HCMV). actives 4.5% (n = 410,000). HFF cells, HCMV-luciferase reporter, 72 h; stronger effect = lower value. activity change, negative = inhibition, % at 57.5 µM; in the data active = activity change below about -60%; inconclusive = no clear call, values can overlap the other calls; inactive = above about -39%
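Human foreskin fibroblasts infected with luciferase-reporter HCMV at MOI 1 PFU/cell, compounds at two doses. Luciferase measured 72 h post infection; normalized to buffer-only basal and Salinomycin (10uM) controls.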
HCV inhibitor = qHTS Assay for Inhibitors of Hepatitis C Virus (HCV); Huh7.5.1 HCVcc-Cre infection, luciferase reporter, 44 h; Potency, µM (top dose mostly 41.8 µM), for inactives: top-dose activity change, negative = inhibition, most hits filed as inhibitors; actives 3.4% (n = 340,000); AID 651820, 2012; note: potency is the fitted concentration of half-maximal effect
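Reporter virus HCVcc-Cre (~0.5 moi) infects cells exposed to compound; seeding density 1,000 cells/well with 4 h settling beforehand. Luminescence, 15 sec read, taken 44 h post-infection following a 15 min RT substrate incubation.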
An asterisk follows results filed as active; ? = inconclusive; . = not tested or not shown; & = joins results of further samples; [ ] = another dose, or the depositor's remark. Unless noted, calls come from the whole dose curve; as a rule, active = well fitted curve in the direction sought with a large enough effect; inconclusive = small, poorly fitted or top-dose-only effect, or another doubt; inactive = no such curve, though single readings can be large; an effect the other way counts as inactive or inconclusive. Unless noted, % is set by controls: 0 for no effect and ±100 for the full control effect.

SMILES	AmpC inh no detg	AmpC inh detg	LmPK inh	Tb PYK inh	AMA1 RON2 block	HCMV antiviral	HCV inhibitor
COc1ccccc1NC(=O)Cn1cnc2sc(C(=O)Nc3ccc(OC)c(OC)c3)c(C)c2c1=O	119%[activator]	-4%	4%	-1%	-6%	-27	-6%
O=C(COc1ccc(F)cc1Br)N1CCN(c2ncccn2)CC1	-6%	-2%	1%	3%	26%	-19	5%
CN(C(=O)COc1ccccc1)c1nc(-c2ccc(F)cc2)cs1	-39%	-15%	-1%	-2%	-7%	15	13%
CCC(=O)Nc1ccc(C(=O)CSc2nc3ccccc3[nH]2)cc1	-55%	?	-1%	4%	-10%	?	-4%
CC1CCCC(NC(=O)C2COc3ccccc3O2)C1C (stereo not drawn)	1%	8%	.	5%	-5%	-5	13%
Cc1occc1C(=O)N/N=C/c1cccs1	-12%	1%	14µM*	-17%	35%[activator]	101	16%
Cc1cccc2cc(CN(Cc3nnnn3Cc3ccccc3)C3CCCC3)c(=O)[nH]c12	-16%	0%	7%	-3%	-5%	-6	?
Cc1ccc(N2C(=O)N(CC(=O)Nc3cc(Cl)ccc3C)C(=O)C2C)cc1 (stereo not drawn)	-14%	-8%	.	-4%	0%	-14	?
C=CCSc1nc2c(cc1C#N)CCC2	-8%	2%	1%	10%	0%	28	?
COc1ccc(C2CC23N=C(c2ccccc2)OC3=O)cc1 (stereo not drawn)	-21%	?	-1%	-10%	-4%[2.32 µM]	-7	27%
COCCNC(=O)CCn1c(=O)[nH]c2cc(OC)c(OC)cc2c1=O	.	5%	.	0%	.	2	.
C=CC[C@@H](Cc1ccc(F)cc1)C(=O)OC[C@H]1CCCN1C(=O)[C@H](CC=C)CC(=O)N(CCO)Cc1ccccc1	195%[activator]	.	.	-6%	-3%	29	?
COc1cc(OC)c(S(=O)(=O)Nc2ccc(C(=O)O)cc2)cc1S(=O)(=O)Nc1ccc(C(=O)O)cc1	1%	-9%	4%	-16%	-8%	-5	17%
O=C(c1ccc([N+](=O)[O-])cc1[N+](=O)[O-])N1CCCC1	-9%	1%	-10%	0%	-18%	86	5%
CC(C)COCc1ccc(O)c2ncccc12	-19%	10%	6%	3%	-82%	?	2.8µM*
CCCOC(=O)c1c(NC(=O)CCCn2nc([N+](=O)[O-])c(Cl)c2C)sc(C(=O)OC)c1C	-43%	?	2%	-2%	-18%	8	3%
CC(=O)Nc1ccc(S(=O)(=O)NCCC(=O)Nc2ccc(C)c(Cl)c2)cc1	-17%	-12%	0%	-10%	-1%	-11	-9%
COc1ccc(CC2C(=O)NC(=O)N(c3ccccc3)C2=O)c(OC)c1 (stereo not drawn)	-11%	-8%	4%	3%	9%	0	20%
CN(C)S(=O)(=O)c1ccc(Cl)c(C(=O)Nc2ccc(S(=O)(=O)N3CCOCC3)cc2)c1	-3%	?	-4%	-11%	-1%	-31	-25%
Cn1cc(Cl)c(C(=O)OCC(=O)Nc2ccccc2)n1	-6%	-13%	0%	1%	-20%	49	25%
O=C(Nc1nnc(C2CCCO2)s1)c1ccc(Br)cc1 (stereo not drawn)	-17%	-16%	-1%	-5%	1%	90	14%
Nc1c2c(nc3ccccc13)N(c1ccccc1)CC2	-35%	-8%	-2%	-2%	-7%	46	?
CC(=O)Oc1ccc(/C=c2\sc3ncnn3c2=O)cc1	73%[activator]	-4%	-17%	7%	-3%	5	28%
COc1ccc2cc(OC)c(C(=O)N3CCOCC3)cc2c1	-3%	0%	-8%	0%	17%	-40	-5%
CN(CC(=O)Nc1ccc(Cl)c(C(F)(F)F)c1)C(=O)c1cnccn1	-1%	.	.	-1%	81%[activator]	-7	7%

2 consecutive records from above, quoted:
SMILES	AmpC inh no detg	AmpC inh detg	LmPK inh	Tb PYK inh	AMA1 RON2 block	HCMV antiviral	HCV inhibitor
COc1ccc2cc(OC)c(C(=O)N3CCOCC3)cc2c1	-3%	0%	-8%	0%	17%	-40	-5%
CN(CC(=O)Nc1ccc(Cl)c(C(F)(F)F)c1)C(=O)c1cnccn1	-1%	.	.	-1%	81%[activator]	-7	7%

Following part
SMILES	AmpC inh no detg	AmpC inh detg	LmPK inh	Tb PYK inh	AMA1 RON2 block	HCMV antiviral	HCV inhibitor
Cc1c(O)ccc2c(CN3CCN(C/C=C/c4ccccc4)CC3)cc(=O)oc12	-20%	1%	1%	-1%	0%	-60*	11µM*
Cc1ccc(NS(=O)(=O)c2ccccc2F)cc1S(=O)(=O)N1CCCCCC1	-31%	0%	.	1%	16%	-13	19%
CCN(CC)C(=O)c1ccc(N)cc1	-10%[11.4 µM]	-7%	0%	-3%	10%	-18	2%
COc1cc(Cl)c(NS(=O)(=O)c2ccc(-c3cnc(C4CC4)o3)cc2)c(OC)c1	.	-2%	.	3%	.	-76*	.
Cc1cc(OCc2nn[nH]n2)c2c3c(c(=O)oc2c1)CCC3	-17%	?	5%	-8%	-1%	1	-20%
CCC1CCc2sc(C(=O)OCC(=O)N(CCOC)c3c(N)n(Cc4ccccc4)c(=O)[nH]c3=O)cc2C1 (stereo not drawn)	?	?	.	-12%	9%	-21	?
Cc1c(C(=O)C(=O)N2c3ccccc3CC2C)c2ccccc2n1C (stereo not drawn)	0%	-3%	-2%	0%	-17%	-64*	-29%
C[C@H]1COC(=O)[C@@H](Cc2ccc(F)cc2)CC/C=C/C[C@@H](CC(=O)N(CCO)Cc2ccccc2)C(=O)N1	183%[activator]	.	.	-1%	10%	?	?
Cc1ccc(OCC(=O)N2CCN(C3CCC(c4ccccc4)CC3)CC2)cc1 (stereo not drawn)	149%[activator]	-8%	1%	-3%	?	-30	?
Cc1cccc(NC(=O)c2ccc3c(c2)OCCO3)c1C	-31%	-4%	-11%	-3%	10%	43	1%
c1ccc(Nc2nc(N3CCOCC3)nc(N3CCOCC3)n2)cc1	25%	-11%	5%	-1%	2%	66	?
CCOC(=O)c1c(C)[nH]c(C)c1S(=O)(=O)Nc1ccc(CN2CCCCC2)cc1	-19%	1%	2%	0%	-8%	45	8%
CC(=O)c1c(C)n(CCCOC(C)C)c2ccc(O)cc12	-9%	-1%	1%	0%	1%	7	-16%
CCCn1c(N)c(N2CCCCC2)c(=O)n(CC(=O)Nc2ccccc2)c1=O	-24%	?	9%	-3%	-18%	33	6%
CCc1cccc(CC)c1NC(=O)CSc1nc2ccc(N3C(=O)C4C(C3=O)[C@H]3C=C[C@@H]4C3)cc2s1 (stereo partly drawn)	-16%	?	3%	-12%	5%	-72*	?
Cn1c(SCC(=O)Nc2nc3ccccc3s2)nnc1-c1ccccc1	-8%	1%	2%	4%	-14%	41	25%
O=C(Nc1ccc(Br)cc1)c1ccc(F)c(S(=O)(=O)N2CCN(c3ccccn3)CC2)c1	-45%	-4%	-5%	4%	-2%	-89*	7.1µM*
CCCCCNC(=O)Cn1c(=O)c2c(ncn2CC(C)C)n(Cc2ccccc2)c1=O	41%[activator]	-5%	1%	8%	-16%	10	-12%
COc1cccc(CNC(=O)c2cc3c(C)nc4ccccc4c3o2)c1	151%[activator]	?	3%	-1%	-1%	?	6.3µM*
CC1(C(=O)Nc2cccc3cccnc23)CCN1C(=O)CC1CC1 (stereo not drawn)	.	.	.	-1%	-7%	-12	.
CC(=O)Nc1ccc(S(=O)(=O)NNC2=NS(=O)(=O)c3ccccc32)cc1	-15%	5%	-2%	0%	18%	0	15%
C=CCn1cnc2c(nnn2-c2cc(C)cc(C)c2)c1=O	-8%	-7%	3%	8%	7%	?	-4%
COc1ccc2nc(C)cc(SCC(=O)N/N=C/c3ccc(O)c(O)c3)c2c1	-23%	2%	2%	-13%	-6%	?	?
CCOC(=O)c1ccccc1NC(=O)CSc1nc2ccncc2[nH]1	-11%	-12%&19%	0%	6%&1%	6%	-21&-14	-15%
CC1CC(C)(C)NCCNC(C)CC(C)(C)NCCN1 (stereo not drawn)	-10%	-13%	0%	7%	13%	-7	7%
The listing continues.
SMILES	AmpC inh no detg	AmpC inh detg	LmPK inh	Tb PYK inh	AMA1 RON2 block	HCMV antiviral	HCV inhibitor
O=C(CSc1nnc(-c2ccc(F)cc2)c2ccccc12)Nc1ccccc1	-39%	?	3%	-2%	12%	-63*	-27%
CC(=O)c1c(C)[nH]c(C(=O)OCC(=O)c2ccc(Br)cc2)c1C	.	.	.	-6%	5%	-25	.
COC(=O)c1cc2sc(Cl)cc2n1CC(=O)Nc1ccc(OC)c(OC)c1OC	84%[activator]	?	5%	2%	36%[activator]	-32	-19%
CCOC(=O)N1CCN(C(=O)c2cc(COc3cccc(C(C)=O)c3)on2)CC1	82%[activator]	-3%	-10%	-10%	-9%	36	17%
FC(F)(F)c1cccc(NC(=S)NCC(c2cccnc2)N2CCOCC2)c1 (stereo not drawn)	-13%	?	0%	-13%	10%[2.32 µM]	-22	3%
O=C(CC(c1ccccc1)c1ccccc1)N1CCN(c2ccccn2)CC1	-17%	-10%	-5%	2%	-25%	?	6%
O=C(Nc1ccc(Cl)c(S(=O)(=O)N2CCOCC2)c1)c1n[nH]c(=O)c2ccccc12	-12%	0%	.	-4%	-4%	86	-21%
COc1ccc(C(O)(C2CCCCC2)C(CN2CCOCC2)c2ccccc2)cc1 (stereo not drawn)	151%[activator]	-4%	4%	0%	-9%	-61*	-20%
O=C(CC(Cc1ccccc1)c1ccco1)NCc1ccco1 (stereo not drawn)	-9%	-1%	11%	1%	-1%	9	-11%
CCC(=O)Nc1ccccc1C(=O)N1CCN(Cc2ccccc2)CC1	-1%	?	0%	0%	-3%	-10	7%
Cn1c(=O)c2c(nc(CN3CCN(c4ccccc4F)CC3)n2CCCc2ccccc2)n(C)c1=O	.	.	.	-24%	15%	-13	14%

Structures shown so far that contain bromine (four):
SMILES	AmpC inh no detg	AmpC inh detg	LmPK inh	Tb PYK inh	AMA1 RON2 block	HCMV antiviral	HCV inhibitor
O=C(COc1ccc(F)cc1Br)N1CCN(c2ncccn2)CC1	-6%	-2%	1%	3%	26%	-19	5%
O=C(Nc1nnc(C2CCCO2)s1)c1ccc(Br)cc1 (stereo not drawn)	-17%	-16%	-1%	-5%	1%	90	14%
O=C(Nc1ccc(Br)cc1)c1ccc(F)c(S(=O)(=O)N2CCN(c3ccccn3)CC2)c1	-45%	-4%	-5%	4%	-2%	-89*	7.1µM*
CC(=O)c1c(C)[nH]c(C(=O)OCC(=O)c2ccc(Br)cc2)c1C	.	.	.	-6%	5%	-25	.
